Screens as filed in PubChem.
FBPA Giardia inh – blocks Giardia fructose-bisphosphate aldolase activity. A8B2U2. purified Giardia FBPA. Potency, µM (doses to about 59.6 µM), inactives show at the highest dose activity, negative = inhibition, usual class: inhibitors. 290,000 tested, 0.71% active; active means well fitted inhibition curve with a large enough effect; inconclusive means small, poorly fitted or top-dose-only effect, or effect the other way; further: nearly all actives have a fitted effect of over 55% in size
Target sequence (A8B2U2 whole entry, looked up): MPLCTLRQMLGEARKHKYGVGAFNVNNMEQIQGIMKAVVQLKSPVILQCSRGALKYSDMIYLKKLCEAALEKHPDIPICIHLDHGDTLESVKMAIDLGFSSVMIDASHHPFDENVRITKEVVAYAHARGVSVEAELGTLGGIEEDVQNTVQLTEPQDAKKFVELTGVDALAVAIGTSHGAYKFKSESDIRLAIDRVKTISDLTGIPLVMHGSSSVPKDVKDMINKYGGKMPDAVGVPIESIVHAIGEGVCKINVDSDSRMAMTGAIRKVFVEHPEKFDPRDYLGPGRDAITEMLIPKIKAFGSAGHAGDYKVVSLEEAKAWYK
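Giardia FBPA (40 nM reagent) was preincubated 10 min at RT with compound (up to 57.5 uM final), then substrate plus GAPDH/TPI/NAD/arsenate coupling system with diaphorase/resazurin was added; resorufin fluorescence (525/598 nm) was read after 20 min.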
The depositor's hits bear a star; u = inconclusive; & = joins results of further samples; [ ] = remark or other dose. On the % scale 0 is the no-effect control and ±100 the full control effect; potency means the concentration at half of the fitted maximal effect. This is a subset, so the mix of outcomes need not match the whole.

mol,FBPA Giardia inh
CC(=O)OC[C@H]1O[C@@H](O/N=C(\C)CCN2CCc3nc(-c4ccccc4)c(-c4ccccc4)cc3C2)[C@H](OC(C)=O)[C@@H](OC(C)=O)[C@H]1OC(C)=O,0%[12.9 µM]
O=c1cc(-c2ccccc2)oc2cc(O)c(O)cc12,-12%
C[C@H]1COC(=O)O1,3%
CN(C)c1cccc(OC2C=CC(C#Cc3ccccc3)OC2CO)c1 (stereo unspecified),-1%[12.9 µM]
COc1ccc(C2/C=C\C(c3ccc(OC)cc3)N(Cc3ccc(F)cc3)C(=O)C(=O)N2Cc2ccc(F)cc2)cc1 (stereo unspecified),5%
N#CCCn1c(=O)c(-c2cc(F)cc(F)c2)nc2cnc(N3CCOCC3)nc21,9%
CN1CCN(c2ncc3nc(-c4cn(C)c5ccccc45)c(=O)n(CCC#N)c3n2)CC1,-26%
CCOC(=O)N/N=C1/C[C@@H](O)[C@@H](O)[C@@H]2[C@@H]3C(=O)N(Cc4ccccc4)C(=O)[C@H]3CC[C@@H]12,-1%[12.9 µM]

Other records follow:
mol,FBPA Giardia inh
COC(=O)[C@@]1(Cc2ccc(OC)cc2)[C@H]2c3cc(C(=O)N(C)C)n(CCN4CNCC4=O)c3C[C@H]2CN1C(=O)c1ccccc1,3%
CN(C)C(=O)c1ccc(-c2ccc3ncnc(NCc4cccnc4)c3c2)cc1,-1%
COCC(=O)N1CCC2(CCCN(Cc3cc(C(F)(F)F)cc(C(F)(F)F)c3)C2)CC1,-3%
CC(=O)N1[C@H](C)C=C[C@]1(Cc1ccccc1)C(=O)NCc1ccccn1,-6%
O=C1CS[C@@H](c2ccccc2Cl)c2cc(Cl)ccc2N1,-6%
CC1CCC2C(=O)OC(CN3C(=O)c4ccccc4C3=O)CN2C1c1ccc(Br)cc1 (stereo unspecified),0%[12.9 µM]
COC(=O)[C@@H]1[C@@H]2C[C@H]3c4[nH]c5cc(OC)ccc5c4CCN3C[C@@H]2C[C@H](OC(=O)/C=C\c2cc(OC)c(OC)c(OC)c2)[C@H]1OC,u
O=C1C[C@@H](c2ccc(O)c(O)c2)Oc2cc(O[C@H]3O[C@@H](CO)[C@H](O)[C@@H](O)[C@@H]3O)cc(O)c21,-21%

The results go on.
mol,FBPA Giardia inh
C[C@H](O)CO[C@H]1[C@H]2O[C@H]3[C@H](O)[C@@H](O)[C@@H](O[C@H]4[C@H](O)[C@@H](O)[C@@H](O[C@H]5[C@H](O)[C@@H](O)[C@@H](O[C@H]6[C@H](O)[C@@H](OC[C@H](C)O)[C@@H](O[C@H]7[C@H](O)[C@@H](OC[C@H](C)O)[C@@H](O[C@H]8[C@H](O)[C@@H](O)[C@@H](O[C@@H]([C@@H]1O)[C@@H](CO)O2)O[C@@H]8CO)O[C@@H]7CO)O[C@@H]6CO)O[C@@H]5CO)O[C@@H]4CO)O[C@@H]3CO,8%
CC[C@@]1(O)C(=O)OCc2c1cc1n(c2=O)Cc2cc3c(O)cccc3nc2-1,-16%
CS(=O)(=O)N1CCC2(CCN(c3ccncc3)CC2)CC1,0%
CN(C)C(=O)c1ccc(-c2nccc(NCc3ccccc3)n2)cc1,-2%
Nc1nc(Cl)nc2c1ncn2[C@@H]1O[C@H](CO)[C@H](O)[C@H]1O,-2%
Cc1onc(-c2ccccc2)c1C(=O)NC1C(=O)N2C(C(=O)O)C(C)(C)S[C@@H]12 (stereo partly specified),-4%
C[C@@]12CCC3c4ccc(O)cc4CCC3C1CCC2O (stereo partly specified),6%
O=C(Nc1ccccc1)N1CCC2(CC1)CCN(C(=O)c1ccncc1)CC2,-2%

More entries:
mol,FBPA Giardia inh
CN(C)C(=O)c1ccc(-c2nc(Nc3ccccc3)c3ccccc3n2)cc1,-13%
COC(=O)CC1c2ccccc2C=C(/C=C/c2ccc3c(c2)OCO3)N1C(=O)OC (stereo unspecified),0%[12.9 µM]
O=C(c1ccncc1)N1CCC2(CCCN(Cc3nccs3)C2)CC1,0%
COc1ccc(-c2ccc(C3C4C=CCC(C)C4C(=O)N3Cc3ccccc3)c(F)c2)cc1C (stereo unspecified),-1%
NCC(O)CC(=O)O (stereo unspecified),-9%
Cc1noc(C)c1C(=O)N1CCC[C@@]2(CCN(Cc3ccccc3)C2)C1,-7%
O=C(O[C@@H]1Cc2c(O)cc(O)cc2OC1c1ccc(O)c(O)c1)c1cc(O)c(O)c(O)c1 (stereo partly specified),u
N#CCCn1c(=O)c(-c2ccccc2)nc2cnc(N3CCOCC3)nc21,1%

Additional results follow.
mol,FBPA Giardia inh
COc1ccc(-c2nc(-c3ccccc3)c(Nc3c(C)cccc3C)o2)cc1,-5%
COCCOC(=O)C1=C(C)NC(C)=C(C(=O)OC(C)C)[C@H]1c1cccc([N+](=O)[O-])c1,-1%[21.7 µM]
Cc1cccc(C)c1Nc1oc(-c2ccccc2)nc1-c1cccc2ccccc12,0%
CC(C)(C)NC(=O)[C@@H]1C[C@H]2CCCC[C@@H]2CN1C[C@H](O)[C@H](Cc1ccccc1)NC(=O)[C@@H](CC(N)=O)NC(=O)c1ccc2ccccc2n1,0%[21.7 µM]
C1CCN2C[C@@H]3C[C@@H](CN4CCCC[C@H]34)[C@H]2C1,-25%[21.7 µM]
CCOc1ccccc1O[C@@H](c1ccccc1)[C@@H]1CNCCO1,-2%
C[Si](C)(C)C#Cc1ccccc1NC(=S)Nc1ccccc1,-13%
CC(C)[C@H](CO)Nc1nc(Nc2ccc(C(=O)O)c(Cl)c2)c2ncn(C(C)C)c2n1,-8%

Next section
mol,FBPA Giardia inh
CC(C)CO/N=C1/C[C@@H](O)[C@@H](O)[C@@H]2[C@@H]3C(=O)N(c4cccc(Oc5ccccc5)c4)C(=O)[C@H]3CC[C@@H]12,-1%[12.9 µM]
COc1ccc(NC(=O)N2CCCC3(CCN(C(=O)c4ccc(OC)cc4)CC3)C2)cc1,0%
CN(C)c1ccc(-c2nc(N(C)Cc3ccco3)c3ccccc3n2)cc1,-19%
CNc1ccnc(-c2c(C)noc2C)n1,-4%
C=C[C@H]1CN2CCC1C[C@@H]2C(O)c1ccnc2ccccc12 (stereo partly specified),2%
c1ccc([C@H]2CNCc3ccccc32)cc1,4%
COc1ccc(CNc2ncnc3ccc(-c4ccccc4OC)cc23)c(OC)c1,0%
COC(=O)c1ccc(C(NC(=O)OCc2ccccc2)/C(=C/[C@@H](C)C(=O)N(C)Cc2ccccc2)c2cccnc2)cc1 (stereo partly specified),2%

Following part:
mol,FBPA Giardia inh
O=C(c1cnccn1)N1CCC2(CC1)CCN(c1cccc(-c3ccccc3)c1)CC2,-5%
N#Cc1ccc(CN2CCCC3(CCN(C(=O)c4cnccn4)CC3)C2)cc1,1%
CC[C@@]1(c2ccccc2)NC(=O)NC1=O,0%
COc1cc2c(C(=O)c3ccccc3)c3c4c(cc(OC)c(OC)c4c2cc1OC)CCN3C,u
COc1ccc(C(=O)c2ccc(O)cc2)c(O)c1O,22µM*
O=C(c1cc(C(F)(F)F)cc(C(F)(F)F)c1)N1CCC2(CCCN(c3ccncc3)C2)CC1,14%
CO[C@H]1COC(=O)[C@H](C)NC(=O)[C@@H](C)COC(=O)[C@H]2CCCN2C(=O)C/C=C\[C@H]1C,2%[12.9 µM]
C(#CC1C=CC2OC(c3ccccc3)OCC2O1)c1ccccc1 (stereo unspecified),-2%[12.9 µM]

In a second layout: 4 of the compounds above.
> COc1cc2c(C(=O)c3ccccc3)c3c4c(cc(OC)c(OC)c4c2cc1OC)CCN3C
  FBPA Giardia inh: u

> COc1ccc(C(=O)c2ccc(O)cc2)c(O)c1O
  FBPA Giardia inh: 22µM*

> O=C(c1cc(C(F)(F)F)cc(C(F)(F)F)c1)N1CCC2(CCCN(c3ccncc3)C2)CC1
  FBPA Giardia inh: 14%

> CO[C@H]1COC(=O)[C@H](C)NC(=O)[C@@H](C)COC(=O)[C@H]2CCCN2C(=O)C/C=C\[C@H]1C
  FBPA Giardia inh: 2%[12.9 µM]

The list continues.
mol,FBPA Giardia inh
Cc1ccccc1-c1cncnc1NCc1ccccc1,24%
COCC(=O)N1CCC2(CC1)CN(C(c1ccccc1)c1ccccc1)C2,4%
COC(=O)c1ccc(C(NC(=O)OCc2ccccc2)/C(F)=C/[C@@H](C)C(=O)NCc2cc(C)on2)cc1 (stereo partly specified),-26%
C[C@]12C[C@@](C)(C=C1/C=C/c1ccccc1)C(=O)C[C@H]2c1ccccc1,3%
CN(C)Cc1ccccc1-c1cncnc1NCc1cccs1,-3%
COc1ccc2nc3cc(Cl)ccc3c(NCCCN3CCN(CCCNc4c5ccc(Cl)cc5nc5ccc(OC)cc45)CC3)c2c1,1%
C[C@@H]1O[C@@H](O[C@H]2C[C@@H](O)[C@]3(CO)[C@H]4[C@H](O)C[C@]5(C)[C@@H]([C@@H]6COC(=O)C6)CC[C@]5(O)[C@@H]4CC[C@]3(O)C2)[C@H](O)[C@H](O)[C@H]1O,-4%
CC1(C)CC23C(=O)CCC(O)C2(C)CCC13 (stereo unspecified),-2%

The listing continues.
mol,FBPA Giardia inh
CC(=O)OCC(=O)[C@@]1(OC(C)=O)[C@H](C)C[C@H]2[C@@H]3C[C@H](F)C4=CC(=O)C=C[C@@]4(C)[C@]3(F)[C@H](O)C[C@@]21C,-7%[21.7 µM]
CC(=O)Nc1ccc(SCC(Cc2ccccc2)N2CCN(CCc3ccccc3)CCC2=O)cc1 (stereo unspecified),-9%
COCCn1c(=O)c(-c2cccc(F)c2)nc2cncnc21,-9%
C=CCOC(=O)C(C(C)=O)C(NC(=O)OC)c1cccc(C(F)(F)F)c1 (stereo unspecified),4%[12.9 µM]
Nc1nc2c(ncn2[C@@H]2O[C@H](CO)[C@@H](O)[C@H]2O)c(=O)[nH]1,9%
NC(N)=N/N=C\c1c(Cl)cccc1Cl,-11%
COCC(=O)N1CCC2(CCCN(C(c3ccccc3)c3ccccc3)C2)CC1,0%
CCNc1ncc2ncc(=O)n(C3CC3)c2n1,0%

More structures.
mol,FBPA Giardia inh
N#Cc1cccc(-c2nc3cnc(N4CCNCC4)nc3n(C3CC3)c2=O)c1,-1%
Cn1cccc1C(=O)N1CCC2(CC1)CN(Cc1ccc(C#N)cc1)C2,2%
Cc1cc(CNC(=O)[C@@H]2C[C@H]2[C@@H](NP(=O)(c2ccccc2)c2ccccc2)c2ccccc2)nn1C,11%
C/C=C\C1=C(CO)C(=O)C2O[C@]2(CC=C(C)C)C1=O (stereo partly specified),-22%[12.9 µM]
CC1CC(Cl)CCC1C(=O)OC(C)(C)C (stereo unspecified),-1%
COc1ncc2ncc(=O)n(CCc3ccccc3)c2n1,1%
N#Cc1cccc(NC(=O)N2CC3(CCN(C(=O)c4cccc(F)c4)CC3)C2)c1,-1%
CCCn1c(-c2ccc(F)cc2)nc2c(NCCCN3CCOCC3)nc(C)nc21,-8%

More structures:
mol,FBPA Giardia inh
CCCCCCCCCCCCCCCCOCC(CO)OC (stereo unspecified),2%
CC(C)=NOC[C@@H](O)COCc1ccco1,1%[12.9 µM]
OCC(O)[C@H]1O[C@@H]2O[C@H](C(Cl)(Cl)Cl)O[C@@H]2[C@H]1O (stereo partly specified),6%
COCCn1c(=O)c(-c2cccs2)nc2cnc(Oc3ccccc3)nc21,-20%
COC(=O)CN1C(=O)[C@@H]2[C@H](C1=O)[C@@H]1CC(C(=O)OC)=C[C@@H](C(=O)OC)C3C1=C(C(=O)[C@@]3(C)NC(=O)c1ccccc1)[C@@H]2C (stereo partly specified),0%
Cc1nc2c(c(=O)[nH]1)CSCC2,5%
COc1cc2c(cc1OC)C1C(=O)c3c(O)cc4c(c3OC1CO2)C=CC(C)(C)O4 (stereo unspecified),-30%
Cc1nc(N=Nc2cc(S(=O)(=O)O)ccc2S(=O)(=O)O)c(COP(=O)(O)O)c(C=O)c1O,-20%

Individual results from above.
`CC(=O)N1[C@H](C)C=C[C@]1(Cc1ccccc1)C(=O)NCc1ccccn1` in FBPA Giardia inh shows -6%
`C=CCOC(=O)C(C(C)=O)C(NC(=O)OC)c1cccc(C(F)(F)F)c1` (stereo unspecified) in FBPA Giardia inh shows 4%[12.9 µM]

(cont.)
mol,FBPA Giardia inh
COC(=O)[C@@]1(Cc2ccccc2)[C@H]2c3cc(C(=O)N4CCCC4)n(Cc4nc5ccccc5[nH]4)c3C[C@H]2CN1C(=O)c1ccccc1,-8%
CN(C)c1ccc(CNC(=O)C2(C)C=CCN2C(=O)c2ccccc2)cc1 (stereo unspecified),-10%
COc1cccc(-c2cc(=O)c3ccccc3o2)c1N,-7%&-15%
CC1C2CCC3C4CC=C5CC(N(C)C)CC[C@@]5(C)C4CC[C@@]32CN1C (stereo partly specified),3%
O=C(/C=C/c1ccccc1)c1cccs1,5%
NCCC[C@@H](CC(=O)N[C@@H]1CCNC[C@H]1C(=O)N[C@H](CC(=O)N[C@@H](CCC(=O)O)CC(=O)O)Cc1c[nH]c2ccccc12)NC(=O)C[C@H](CO)NC(=O)[C@@H]1CNCC[C@H]1N,-21%
c1ccc(Nc2nc(-c3ccoc3)nc3ccccc23)cc1,-10%
O=C(O)c1ccc(S(=O)(=O)N(Cl)Cl)cc1,-14%

Next part.
mol,FBPA Giardia inh
COC(=O)[C@@H]1[C@@H]2C[C@H]3c4[nH]c5cc(OC)ccc5c4CCN3C[C@@H]2C[C@H](OC(=O)c2cc(OC)c(OC)c(OC)c2)[C@H]1OC,-27%[21.7 µM]
CC(C)CO/N=C1/C[C@@H](O)[C@@H](O)[C@@H]2[C@H]3C(=O)N(c4ccc(F)cc4F)C(=O)[C@@H]3CC[C@@H]12,0%[12.9 µM]
N[C@H](C(=O)O)c1cccc(O)c1,-2%&-4%
COCCn1c(=O)c(CCc2ccccc2)nc2cncnc21,2%
